C diff growth = inhibitors of Clostridium difficile growth. Clostridium difficile clinical isolate growth, OD600, 24 h; stronger effect = lower value. growth activity, negative = inhibition, % at 16 µg/mL (by protocol). 0.25% of 86,000 active;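 active = mean growth activity at or below -80% and every replicate also at or below -80%; inconclusive = mean at or below -80% but some replicate above -80%; inactive = mean growth activity above -80%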;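 note: 0% = DMSO wells and -100% = levofloxacin 16 µg/mL wells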
Tcruzi prolif = T. cruzi proliferation inhibition. inhibition, % at 8.34 µM. T. cruzi beta-gal in NIH3T3, GalScreen luminescence, 90 h. 5.9% of 77,000 active;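 active = mean inhibition above about 93%, with at least 55% of replicates each passing it, limit read from the data, passing the limit was not always enough; inconclusive = only one of those two conditions holds; inactive = neither condition holds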
KDM4C inh = KDM4C (human) demethylase inhibition. GST-KDM4C 2-372, H3K9me3 peptide, LANCE TR-FRET. 0.15% of 96,000 active. Q9H3R0. inhibition, % at 12.5 µM;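 active = mean replicate inhibition above about 25%, with at least 55% of replicates also reaching it, limit read from the data, passing the limit was not always enough; inconclusive = only one of those two conditions met; inactive = neither condition met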
Target sequence (Q9H3R0 2-372 limits assumed): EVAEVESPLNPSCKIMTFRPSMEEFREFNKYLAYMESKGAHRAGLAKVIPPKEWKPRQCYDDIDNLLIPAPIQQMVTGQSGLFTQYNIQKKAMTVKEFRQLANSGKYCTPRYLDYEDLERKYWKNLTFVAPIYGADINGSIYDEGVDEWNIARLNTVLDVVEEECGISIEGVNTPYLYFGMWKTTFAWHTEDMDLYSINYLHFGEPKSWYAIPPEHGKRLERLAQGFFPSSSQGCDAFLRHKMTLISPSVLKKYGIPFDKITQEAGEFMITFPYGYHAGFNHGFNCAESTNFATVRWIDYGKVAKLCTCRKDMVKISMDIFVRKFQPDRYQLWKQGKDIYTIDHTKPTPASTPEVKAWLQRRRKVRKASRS
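Test system: N-terminal GST-fused human GASC-1 (KDM4C) fragment, residues 2-372; quantity: GASC-1 enzyme at 10 nM final in reaction; dosing: single dose; schedule: 30 min demethylation and 1 h detection at room temperature; signal: LANCE TR-FRET, excitation 340 nm, emissions 618 and 671 nm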
Pf Dd2 inh = inhibitors of Plasmodium falciparum Dd2 growth; P. falciparum Dd2 growth, SYBR Green, 72 h; stronger effect = lower value; activity change, % at 10 µM; 2.3% of 94,000 active; AID 1159554; in the data active = activity change below about -80%; inconclusive = no clear call, values can overlap the other calls
Active calls of the source: *; ? = inconclusive; . = no result given; & = joins results of further samples. Random draw from the library. Share with any hit: about 7%.

Letter code: A = C diff growth; B = Tcruzi prolif; C = KDM4C inh; D = Pf Dd2 inh
Cc1ccc(-c2cnc3c(c2)C(=O)N([C@H](C)CO)C[C@@H](C)[C@H](CN(C)S(C)(=O)=O)O3)cc1
  A = .; B = .; C = -0.4; D = 2
C[C@@H]1CN([C@@H](C)CO)C(=O)c2cccc(NC(=O)c3ccncc3)c2O[C@@H]1CN(C)C
  A = 1; B = -30; C = 0.5; D = -17
C[C@@H]1CN([C@@H](C)CO)C(=O)CCCn2nncc2CO[C@H]1CN(C)Cc1ccc(C(=O)O)cc1
  A = 0; B = .; C = 0.7; D = 39
COc1ccc(-c2cnc3c(c2)C(=O)N([C@H](C)CO)C[C@@H](C)[C@H](CN(C)Cc2cccnc2)O3)cc1
  A = -1; B = -74; C = 1.6; D = -8
C[C@@H]1CN([C@@H](C)CO)C(=O)Cc2cc(NC(=O)Nc3ccc(C(F)(F)F)cc3)ccc2O[C@@H]1CN(C)C(=O)Nc1ccc(C(F)(F)F)cc1
  A = -1; B = 45; C = 0.1; D = -20
O=C(C1CCCC1)N1CC2(C1)[C@@H](c1ccccc1)[C@@H](CO)N2Cc1ccc(Cl)cc1
  A = 12; B = .; C = -1.5; D = -16
COc1ccc(S(=O)(=O)Nc2ccc3c(c2)OC[C@@H](C)N(C(=O)NC(C)C)C[C@@H](C)[C@H](OC)CN(C)C3=O)cc1
  A = 17; B = 18; C = 5.0; D = 13
CNC[C@@H]1Oc2ncc(C3=CCCC3)cc2C(=O)N([C@H](C)CO)C[C@@H]1C
  A = .; B = -23; C = 0.3; D = -24
CCC(=O)N(C)C[C@H]1Oc2cc(C#CC3(O)CCCC3)ccc2S(=O)(=O)N([C@H](C)CO)C[C@H]1C
  A = .; B = 66; C = -3.2; D = -23
COCC(=O)Nc1ccc2c(c1)C(=O)N(C)[C@H]1CC[C@@H](CC(=O)NCC3CC3)O[C@@H]1CO2
  A = 2; B = 34; C = 0.8; D = 12
COc1ccc2c3c(n(C)c2c1)[C@H](CO)N(C(=O)Nc1ccc(F)cc1)CC31CN(Cc2cccc(F)c2)C1
  A = 14; B = .; C = -1.8; D = -80
C[C@@H]1CN([C@H](C)CO)C(=O)Cc2cc(NS(C)(=O)=O)ccc2O[C@@H]1CN(C)C(=O)Nc1ccc2c(c1)OCO2
  A = 10; B = 16; C = -0.8; D = 13
COC(=O)N(C)C[C@H]1OCc2cn(nn2)CCCC(=O)N([C@H](C)CO)C[C@@H]1C
  A = .; B = 30; C = .; D = -16
CO[C@@H](CN(C)CC1CCOCC1)[C@@H](C)CN(C(=O)Nc1ccc(F)cc1)[C@@H](C)CO
  A = .; B = -7; C = 0.7; D = 3
Cc1cccc(S(=O)(=O)N2C[C@@H]3[C@H](c4ccccc42)[C@@H](CO)N3CC2CCOCC2)c1
  A = 2; B = 24; C = 0.2; D = -7
CC=Cc1ccc2n(c1=O)C[C@@H]1[C@@H](CO)[C@H](C(=O)NCC3CC3)N(C(=O)C3CCOCC3)[C@H]21 (mixture of isomers)
  A = -2; B = 56; C = 0.2; D = 8
C[C@H]1CN([C@@H](C)CO)C(=O)c2cccc(NS(=O)(=O)c3ccccc3)c2O[C@H]1CN(C)C(=O)Nc1cccc2ccccc12
  A = -3; B = 9; C = 2.3; D = -32
O=C(C[C@@H]1CC[C@H]2[C@@H](COC[C@@H](O)CN2Cc2cccc(F)c2)O1)NCc1ccncc1
  A = 21&7; B = 77; C = 0.2; D = 20
CN1C(=O)c2cc(NC(=O)C3CCCC3)ccc2OC[C@@H]2O[C@@H](CC(=O)NCCc3ccncc3)CC[C@H]21
  A = 1; B = .; C = -0.1; D = -6
N#C[C@@H]1[C@H](c2ccc(C3=CCCCC3)cc2)[C@@H](CO)N1S(=O)(=O)c1cccc(F)c1
  A = 5; B = 98*; C = 0.0; D = -4
COc1ccc(S(=O)(=O)N(C)C[C@@H]2Oc3c(NC(=O)Nc4cccc5ccccc45)cccc3C(=O)N([C@H](C)CO)C[C@H]2C)cc1
  A = 4; B = 58; C = -1.7; D = -31
CCCNC(=O)Nc1ccc2c(c1)C(=O)N(C)C[C@H](OC)[C@@H](C)CN(C(=O)C1CCCCC1)[C@H](C)CO2
  A = -2; B = -2; C = -0.7; D = 12
O=C(C[C@H]1CC[C@@H](NC(=O)c2ccc3c(c2)OCO3)[C@@H](CO)O1)NC1Cc2ccccc2C1
  A = .; B = -25; C = -0.1; D = 12
C[C@H](CO)N1C[C@H](C)[C@H](CN(C)C(=O)Nc2cccc3ccccc23)Oc2c(NC(=O)Nc3ccc(F)cc3)cccc2C1=O
  A = -31; B = 5; C = 0.4; D = 25
C[C@@H]1CCCCO[C@@H](CN(C)Cc2ccncc2)[C@@H](C)CN([C@@H](C)CO)C(=O)c2cc(N(C)C)ccc2O1
  A = 6; B = 23; C = 1.2; D = 1
CCOC(=O)CCCCCC(=O)Nc1ccc2c(c1)C(=O)N([C@H](C)CO)C[C@H](C)[C@H](CN(C)C(=O)C1CCCCC1)OCCCC[C@@H](C)O2
  A = 2; B = .; C = .; D = -14
CO[C@H]1CN(C)C(=O)c2ccc(NC(=O)C3CC3)cc2OC[C@H](C)N(CC2CC2)C[C@H]1C
  A = .; B = .; C = -0.5; D = 11
O=C(C[C@@H]1C=C[C@H](NC(=O)Nc2ccc(F)cc2)[C@@H](CO)O1)NCc1ccccn1
  A = 2; B = 28; C = 0.9; D = 29
CCCNC(=O)C[C@@H]1CC[C@H]2[C@@H](COc3ccc(NC(=O)c4cccc(F)c4)cc3C(=O)N2C)O1
  A = 14; B = 87; C = -0.8; D = -1
CCCN1[C@@H]2c3ccc(-c4ccccc4F)c(=O)n3C[C@@H]2[C@@H](CO)[C@@H]1C(=O)NC1CCC1
  A = -1; B = 13; C = 1.5; D = 3
C[C@@H]1CN([C@@H](C)CO)C(=O)c2cc(NC(=O)Nc3cccc4ccccc34)ccc2O[C@@H]1CN(C)Cc1ccc(C(=O)O)cc1
  A = 0; B = .; C = 1.3; D = 2
CCNC(=O)c1cc2c(c(-c3cccc(-c4cccc(F)c4)c3)n1)[C@H](CCO)N([S@@](=O)C(C)(C)C)C2
  A = .; B = 71; C = -2.6; D = -45
CC(C)CC#Cc1ccc2c(c1)O[C@H](CN(C)CC1CCOCC1)[C@H](C)CN([C@H](C)CO)S2(=O)=O
  A = 5; B = ?; C = 3.2; D = -19
COC(=O)[C@@H]1[C@@H](CO)[C@@H]2Cn3c(cccc3=O)[C@@H]2N1CC1CCOCC1
  A = 3; B = 88; C = 13; D = .
O=C(C[C@@H]1CC[C@@H](NS(=O)(=O)c2cccc(F)c2)[C@@H](CO)O1)N1CCCCC1
  A = 2; B = 1; C = -0.5; D = 19
C[C@H]1CN([C@@H](C)CO)C(=O)c2ccccc2-c2ccccc2CO[C@@H]1CN(C)C(=O)[C@@H](Cc1ccccc1)N(C)C
  A = -7; B = -32; C = -1.3; D = -22
C[C@@H]1CN([C@H](C)CO)C(=O)Cc2cc(NC(=O)CCCN(C)C)ccc2O[C@@H]1CN(C)S(=O)(=O)c1ccc(Cl)cc1
  A = 7; B = -4; C = 0.8; D = 10
CC(C)NC(=O)Nc1ccc2c(c1)C(=O)N([C@H](C)CO)C[C@@H](C)[C@@H](CN(C)C(=O)Nc1ccc(C(F)(F)F)cc1)O2
  A = -17; B = 49; C = 2.8; D = -19
C[C@H](NC(=O)C[C@H]1CC[C@@H](NC(=O)C2CCC2)[C@H](CO)O1)c1ccccc1
  A = .; B = 18; C = 0.6; D = 19
C[C@H]1CN([C@@H](C)CO)C(=O)c2cccc(NC(=O)c3ccncc3)c2O[C@H]1CN(C)C(=O)Nc1cccc2ccccc12
  A = 5; B = 96*; C = 0.5; D = -6
C[C@H](CO)N1C[C@H](C)[C@H](CN(C)C(=O)C2CC2)Oc2cc(-c3ccccc3)ccc2S1(=O)=O
  A = -8; B = 63; C = 0.3; D = 9
CC(=O)N(C)C[C@H]1Oc2cc(C#Cc3ccccc3F)ccc2S(=O)(=O)N([C@H](C)CO)C[C@H]1C
  A = -10; B = -11; C = 0.0; D = -11
Cc1ccc(S(=O)(=O)N[C@H]2CC[C@@H](CCNS(=O)(=O)Cc3ccccc3)O[C@@H]2CO)cc1
  A = -8; B = 24; C = -0.3; D = 2
C[C@@H]1CCCCO[C@@H](CN(C)C(=O)Nc2ccccc2)[C@H](C)CN([C@H](C)CO)C(=O)c2cc(NC(=O)CCC(F)(F)F)ccc2O1
  A = 2; B = .; C = -0.5; D = .
COc1ccc(CN(C)C[C@@H]2OCCCC[C@H](C)Oc3ccc(NC(=O)NC4CCCCC4)cc3C(=O)N([C@@H](C)CO)C[C@H]2C)cc1
  A = -5; B = 66; C = -0.4; D = -37
COCC(=O)N(C)C[C@@H]1[C@@H](c2ccccc2)[C@H](CO)N1C(=O)Cc1ccncc1
  A = 1; B = -4; C = 1.0; D = 12
CC(C)NC(=O)Nc1ccc2c(c1)CC(=O)N([C@H](C)CO)C[C@@H](C)[C@H](CN(C)Cc1ccc3c(c1)OCO3)O2
  A = 47; B = -60; C = 20; D = -23
C[C@@H]1CN([C@H](C)CO)S(=O)(=O)c2ccc(C#CC3CC3)cc2O[C@@H]1CN(C)C
  A = -4; B = -223; C = 2.7; D = 7
C[C@H]1CN([C@@H](C)CO)C(=O)CCCn2cc(nn2)CO[C@H]1CN(C)Cc1ccc2cccnc2c1
  A = 2; B = 29; C = 0.7; D = 0
Cc1noc(C)c1S(=O)(=O)Nc1ccc2c(c1)C(=O)N([C@@H](C)CO)C[C@H](C)[C@@H](CN(C)CC1CCCCC1)OCCCC[C@@H](C)O2
  A = 0; B = 4; C = 0.3; D = -48

Other structures follow:
Letter code: A = C diff growth; B = Tcruzi prolif; C = KDM4C inh; D = Pf Dd2 inh
O=C(C[C@@H]1CC[C@H](NC(=O)c2ccccc2)[C@H](CO)O1)NCCc1ccncc1
  A = 0; B = .; C = 1.0; D = .
C[C@@H]1CCCCO[C@H](CN(C)Cc2ccc(Cl)c(Cl)c2)[C@H](C)CN([C@@H](C)CO)C(=O)c2cc(NC(=O)c3ccccc3)ccc2O1
  A = 8; B = 89; C = -0.1; D = -66
C[C@@H]1CN([C@@H](C)CO)C(=O)c2cc(NC(=O)CCN3CCOCC3)ccc2O[C@@H]1CN(C)C(=O)Nc1ccc(C(F)(F)F)cc1
  A = -1; B = -238; C = 0.5; D = 8
O=C(C1CC1)N1CC(=O)N2[C@H](C1)[C@@H](c1ccc(C#Cc3cccc(F)c3)cc1)[C@@H]2CO
  A = -20; B = .; C = 0.2; D = -25
CCC(=O)N1[C@H](CO)[C@@H](c2ccc(-c3ccccc3OC)cc2)C12CN(C(C)=O)C2
  A = -8; B = .; C = -1.4; D = -19
C[C@@H]1CCCCO[C@H](CN(C)S(=O)(=O)c2ccccc2)[C@@H](C)CN([C@@H](C)CO)C(=O)c2cc(NC(=O)Nc3ccccc3)ccc2O1
  A = .; B = 5; C = 1.2; D = -45
CCCN(C)C[C@H]1Oc2cc(C3=CCCC3)ccc2S(=O)(=O)N([C@H](C)CO)C[C@H]1C
  A = .; B = 1; C = -1.5; D = -18
O=C(Nc1ccccc1F)N1CC(=O)N2[C@H](CO)[C@@H](c3ccc(C#Cc4ccc(F)cc4)cc3)[C@@H]2C1
  A = 0; B = .; C = -1.1; D = -58
C[C@@H]1CN([C@@H](C)CO)C(=O)c2cc(C#CC3CCCCC3)cnc2O[C@H]1CN(C)Cc1cccnc1
  A = -3; B = .; C = 0.9; D = -37
C[C@H]1CN([C@@H](C)CO)C(=O)c2cccc(NC(=O)C3CCOCC3)c2O[C@H]1CN(C)C(=O)NC1CCCCC1
  A = 3; B = 53; C = -2.3; D = 24
C[C@H](CO)N1C[C@H](C)[C@H](CN(C)Cc2ccc(-c3ccccc3)cc2)Oc2c(NC(=O)c3ccc(-c4nccs4)cc3)cccc2C1=O
  A = 26; B = 73; C = -10; D = -52
Cc1cc(C(=O)Nc2ccc3c(c2)C(=O)N(C)[C@H]2CC[C@@H](CC(=O)O)O[C@H]2CO3)no1
  A = 6; B = -2; C = 0.9; D = 0
C[C@@H]1CN([C@H](C)CO)C(=O)c2cc(NS(=O)(=O)c3ccccc3)ccc2O[C@@H]1CN(C)Cc1ccc(C(=O)Nc2ccccc2N)cc1
  A = -4; B = 59; C = 1.8; D = ?
C[C@H]1CN([C@@H](C)CO)C(=O)c2cccc(NS(=O)(=O)c3ccccc3)c2O[C@@H]1CN(C)Cc1ccccc1
  A = -4; B = 43; C = 5.5; D = -35

Single records, as listed above:
Shown for COc1ccc(S(=O)(=O)N(C)C[C@@H]2Oc3c(NC(=O)Nc4cccc5ccccc45)cccc3C(=O)N([C@H](C)CO)C[C@H]2C)cc1 = C diff growth: 4; Tcruzi prolif: 58; KDM4C inh: -1.7; Pf Dd2 inh: -31
Shown for Cc1cccc(S(=O)(=O)N2C[C@@H]3[C@H](c4ccccc42)[C@@H](CO)N3CC2CCOCC2)c1 = C diff growth: 2; Tcruzi prolif: 24; KDM4C inh: 0.2; Pf Dd2 inh: -7

Source: PubChem BioAssay
